SENP8 block-1 = human SENP8 protease inhibitors, primary screen, biochemical, fluorescence, Nedd8 protein substrate, uHTS. Sentrin-specific protease 8 (Homo sapiens), Q96LD8. recombinant SENP8. inhibition, % at 20 µM. hit rate 0.64% among 360,000. AID 602440, 2012; in the data active = inhibition mostly above about 40%, no sharp cut-off; inactive = mostly below about 27%
Target sequence (Q96LD8 whole entry, looked up): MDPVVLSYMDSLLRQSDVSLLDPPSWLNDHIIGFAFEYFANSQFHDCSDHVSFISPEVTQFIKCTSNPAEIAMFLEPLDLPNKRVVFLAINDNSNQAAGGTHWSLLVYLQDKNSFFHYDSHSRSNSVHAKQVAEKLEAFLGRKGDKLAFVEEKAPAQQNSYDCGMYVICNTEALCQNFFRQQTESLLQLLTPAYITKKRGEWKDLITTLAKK
SENP6 block = SENP6 protease inhibitors, primary screen, biochemical, luminescence, uHTS. Recombinant SENP6 catalytic domain, aminoluciferin luminescence. inhibition, % at 10 µM. hit rate 1.8% among 330,000;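 active = inhibition above about 50% at the single tested dose, limit read from the data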;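 also: plate controls were DMSO wells with enzyme for no effect and DMSO wells lacking enzyme for full effect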
SENP8 block-2 = SENP8 protease inhibitors, primary screen, biochemical, luminescence; Sentrin-specific protease 8 (Homo sapiens), Q96LD8; purified SENP8, Z-RLRGG-aminoluciferin cleavage; inhibition, % at 10 µM; hit rate 1.2% among 330,000; AID 2540, 2010; in the data active = inhibition above about 50%
NALP3 yeast inh = NALP3 inflammasome inhibitors in reconstituted yeast, primary screen, luminescence, uHTS; inhibition, % at 10 µM; hit rate 0.39% among 330,000; Yeast reconstituted NLRP3/ASC/caspase-1, beta-gal luminescence, 24 h;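 active = inhibition of 50% or more; inactive = inhibition below 50%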;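 also: plate controls were induced DMSO wells for no effect and uninduced yeast grown without galactose for full effect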
PfG6PD inh = PfG6PD enzyme inhibitors, primary screen, biochemical, fluorescence intensity, uHTS; glucose-6-phosphate dehydrogenase-6-phosphogluconolactonase (Plasmodium falciparum 3D7); PfGluPho enzyme, NADPH resazurin-diaphorase fluorescence; inhibition, % at 20 µM; hit rate 0.78% among 350,000; AID 504690, 2011;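 active = inhibition reaching at least a set limit at 20 µM in the primary screen, cut at about 59% in these data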;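 also: 0% = DMSO wells with substrate and 100% = DMSO wells lacking glucose-6-phosphate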
SENP1 FRET inh = human SENP1 catalytic domain inhibitors, primary screen, biochemical, FRET, uHTS; hit rate 0.21% among 360,000; inhibition, % at 10 µM; recombinant SENP1 catalytic domain, CyPet-SUMO1-YPet FRET cleavage; Sentrin-specific protease 1 (Homo sapiens), Q9P0U3;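 active = inhibition at least 30% at 10 µM, raw YFP signal under a set limit, fluorescence ratio 0.5 to 1.5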;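 also: 0% = enzyme with DMSO and 100% = no enzyme wells; some results filed as inactive read as strong as hits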
Target sequence (Q9P0U3 419-644 limits assumed): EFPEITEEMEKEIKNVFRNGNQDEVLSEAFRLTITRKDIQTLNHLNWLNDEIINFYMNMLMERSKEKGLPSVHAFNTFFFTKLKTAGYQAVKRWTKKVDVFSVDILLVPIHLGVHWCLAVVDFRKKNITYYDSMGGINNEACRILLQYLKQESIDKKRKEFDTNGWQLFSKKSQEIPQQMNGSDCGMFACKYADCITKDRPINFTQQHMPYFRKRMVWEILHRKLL
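Controls: no-enzyme wells low, DMSO-plus-enzyme wells high control. Test system: human recombinant His6-tagged SENP1 catalytic domain enzyme. Reagent: SFCypet-SUMO1-SFYpet FRET protein substrate, 25 nM final. Doses: one dose per compound, 10 µM, 0.5% DMSO. Detection: FRET, CFP and YFP emission. Timing: 50 min reaction at room temperature.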
SENP7 block = SENP7 protease inhibitors, primary screen, biochemical, luminescence, uHTS. recombinant SENP7, Z-RLRGG-aminoluciferin luminescence, 40 min. inhibition, % at 5 µM. hit rate 1.5% among 330,000. AID 434973, 2010;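 active = inhibition above about 50% at the single test dose, limit read from the data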;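 also: plate controls were DMSO with enzyme for no effect and no enzyme buffer wells for full effect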
Target sequence (Q9BQF6 706-1050 limits assumed): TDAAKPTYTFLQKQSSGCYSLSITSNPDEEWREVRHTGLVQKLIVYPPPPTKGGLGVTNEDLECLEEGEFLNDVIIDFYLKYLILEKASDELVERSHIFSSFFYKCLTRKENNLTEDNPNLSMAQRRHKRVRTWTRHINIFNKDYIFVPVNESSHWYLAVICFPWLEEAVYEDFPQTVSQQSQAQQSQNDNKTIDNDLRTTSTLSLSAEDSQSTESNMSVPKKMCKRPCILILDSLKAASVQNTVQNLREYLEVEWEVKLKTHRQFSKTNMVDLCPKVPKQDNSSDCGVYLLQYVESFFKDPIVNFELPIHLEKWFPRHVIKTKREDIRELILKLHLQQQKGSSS
Apaf1 inhib = inhibitors of human Apaf-1 apoptosome, primary screen, biochemical, DEVD-Rh110 fluorescence, uHTS; AID 489030, 2010; reconstituted apoptosome caspase-3 activity; Apoptotic protease-activating factor 1 (Homo sapiens), O14727; hit rate 0.71% among 330,000; inhibition, % at 20 µM; active = inhibition of at least 40% at 20 µM;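 also: plate controls were DMSO wells for no effect and DEVD-CHO caspase inhibitor wells for full effect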
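detection = Rh110 fluorescence intensity | test system = biochemical Apaf-1 apoptosome reconstitution | also added = cytochrome c and DEVD-Rh110 substrate | schedule = 30 min plus 50 min, RT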
HKDC1 inh = HKDC1 hexokinase inhibitors, primary screen, biochemical, fluorescence, uHTS; AID 493160, 2011; Q2TB90; recombinant HKDC1, G6PDH/diaphorase resazurin coupled fluorescence; inhibition, % at 20 µM; hit rate 0.16% among 340,000;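 active = inhibition above about 35% when tested at 20 µM, limit read from the data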;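 also: plate controls were DMSO wells with enzyme for no effect and DMSO wells lacking enzyme for full effect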
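test system = in-house recombinant HK5 (HKDC1) enzyme | amount = HKDC1 at 5 µg/mL | control set = DMSO-enzyme wells negative, buffer-substituted wells positive | compound = one dose of 20 µM, 1% DMSO | schedule = reaction time 90 min, room temperature, protected from light | technique = resorufin fluorescence at 613 nm | reagent = glucose with 1 mM ATP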
Numbers without * were called inactive; · = not tested or not shown.

The line under a structure holds: SENP8 block-1, SENP6 block, SENP8 block-2, NALP3 yeast inh, PfG6PD inh, SENP1 FRET inh, SENP7 block, Apaf1 inhib, HKDC1 inh
O=C(COc1ccc2c(c1)CCC2)NCc1ccc(Cl)cc1
 : 31, -4, 10, 39, 2, -2, 3, 17, 3
COc1ccc2[nH]cc(/C=C/C(=O)c3ccccc3)c2c1
 : -291, 58*, 39, 22, 15, -32, 49, -7, 3
COCCCNC(=O)c1oc2ccc(S(=O)(=O)N3CCOCC3)cc2c1C
 : 1, -1, 0, 2, -9, 4, 0, 0, -1
CCN(CC(=O)NCc1ccc(F)cc1)C(=O)/C=C/c1ccc(S(=O)(=O)N(CC)CC)cc1
 : 7, 14, -5, 2, 1, 4, 0, 5, -7
CCN(C(=O)COC(=O)CNC(=O)c1ccc(F)cc1)C1CCS(=O)(=O)C1 (stereo not given)
 : 10, 0, -3, 10, 9, 0, -7, -11, -6
O=C(O)CN(C1CCCCC1)S(=O)(=O)c1ccc(F)cc1
 : 18, 0, -1, -14, -1, 3, 1, -19, -4
COc1ccc(C(CNC(=O)c2ccc(OCc3ccccc3)cc2)N2CCOCC2)cc1 (stereo not given)
 : 11, 2, 0, -11, -6, 2, -1, 11, 0
COC(=O)c1sccc1NC(=O)c1cc(OC)cc(OC)c1
 : 15, -9, 4, 33, 22, 1, 3, 19, -3
CCOc1ccccc1NC(=S)NC1CCCCC1
 : 23, 2, -5, 18, -1, 0, 5, 0, -7
O=c1c2cc([N+](=O)[O-])ccc2nc2n1CCC2
 : 19, 10, 7, 10, 1, 2, 0, -6, -6

Next section:
The line under a structure holds: SENP8 block-1, SENP6 block, SENP8 block-2, NALP3 yeast inh, PfG6PD inh, SENP1 FRET inh, SENP7 block, Apaf1 inhib, HKDC1 inh
COc1ccccc1N(C)S(=O)(=O)c1ccc(C(=O)NCC2CCCCC2)cc1
 : 5, -4, -1, 12, 8, -3, -6, 22, 3
CC(Oc1ccc(F)cc1)C(=O)Nc1nc(-c2ccccn2)cs1 (stereo not given)
 : -12, 10, 16, 55*, 12, -7, -4, 9, 0
CCn1ncc([C@@H]2C[C@H]3CN(Cc4ccccc4C)C(=O)[C@]34CCCN24)c1C
 : 8, -11, -5, -2, 14, 0, -9, -2, -6
O=C(CN1C(=O)c2ccccc2C1=O)Nc1ccccc1F
 : 11, -6, -8, 4, 5, 2, -3, 1, -3
Cc1ccnn1CC(=O)N/N=C/c1cccs1
 : 28, -3, 2, 10, -3, 2, -3, -3, -12
CC(=O)NC(Cc1ccc(O)cc1)C(=O)NN (stereo not given)
 : 2, 4, 0, 13, 1, 2, -8, -2, -1
O=C(COc1cccc(F)c1)Nc1ccc2[nH]c(=O)[nH]c2c1
 : 7, -5, -1, 4, 6, -22, 1, -16, 0
COc1c(OC(C)=O)ccc(/C=N\NC(=O)c2ccc(Br)cc2)c1[N+](=O)[O-]
 : 14, -2, -1, 4, 11, 3, 11, 11, -2
O=C(N[C@@H]1C[C@H]2CC[C@@H]1C2)c1ccco1
 : 11, 10, -9, 13, -9, 2, -3, 3, -9
CC(=O)c1c(C)[nH]c(C(=O)Nc2cc(S(=O)(=O)N(C)C)ccc2C)c1C
 : -39, -5, 7, 10, 21, 1, -7, 0, -11

Next section
The line under a structure holds: SENP8 block-1, SENP6 block, SENP8 block-2, NALP3 yeast inh, PfG6PD inh, SENP1 FRET inh, SENP7 block, Apaf1 inhib, HKDC1 inh
Cc1nn2c(COc3ccc(NC(=O)C(C)C)cc3)nnc2c2ccccc12
 : 25, -6, -2, -14, 5, 0, -1, -18, -3
COCc1cc(C)nc(SCC(=O)Nc2ccc3c(c2)OCCO3)c1C#N
 : 2, 5, 2, 9, -9, 0, 1, 4, -2
Cn1cc(CN2CCC(n3nccc3NC(=O)c3ccccc3Cl)CC2)cn1
 : 8, 8, 8, 15, -11, 0, -3, 3, 3
O=S(=O)(Cc1ccc(Cl)cc1)N1CCN(Cc2ccccc2)CC1
 : 7, -5, -6, 9, -9, 1, -1, -12, -11
COc1ccc(CN(C)CC(=O)Nc2sc3c(c2C#N)CCC3)c(OC)c1
 : 6, 2, -2, 2, -1, -24, -8, 16, -2
O=C(Cn1nnc2ccccc2c1=O)N1CCOCC1
 : 5, 0, 1, -1, -2, 4, 4, -2, 11
O=C(NCCCCc1ccccc1)c1cccc(NC(=O)C2CCCCC2)c1
 : 9, ·, ·, ·, 0, 2, ·, ·, -4
CC1=C(C(=O)OCc2ccccc2)C(c2ccccc2)NC(=O)N1CCCCCC(=O)O (stereo not given)
 : 12, -3, -12, 12, -11, -1, -2, -5, 5
CCc1nnc(NC=C2C(=O)OC(C)(C)OC2=O)s1
 : 13, -16, -5, 11, -5, -8, 14, -19, -1
COc1cccc(NC(=O)Cc2ccc3ccccc3c2)c1
 : 12, -20, -22, 47, -3, 1, 14, 9, -3

(list continues)
The line under a structure holds: SENP8 block-1, SENP6 block, SENP8 block-2, NALP3 yeast inh, PfG6PD inh, SENP1 FRET inh, SENP7 block, Apaf1 inhib, HKDC1 inh
COCCCNC(=O)CCC(=O)NNc1nc2ccccc2c2nc(C)nn12
 : 24, -8, 3, 12, 6, 1, 3, -3, -6
CCC(=O)N1CCN(c2nc(CC)nc3sc4c(c23)CCCC4)CC1
 : 10, -7, -8, -4, -13, 1, -7, 6, -5
NS(=O)(=O)c1cccnc1Nc1cccc(C(F)(F)F)c1
 : -108, -22, 6, -5, 17, 1, -4, 3, -5
CC(=O)c1sc(NC(=O)c2cccc(N3C(=O)CCC3=O)c2)nc1-c1ccccc1
 : -5, 3, -10, 10, -8, -3, 5, 5, 4
COCCNC(=O)C(=O)N/N=C(\C)CC(=O)Nc1ccc2c(c1)OCO2
 : 3, -4, -14, 2, 17, -1, -10, 2, -10
COc1ccc(NC(=O)CN2C(=O)NC(c3ccccc3)(c3ccccc3)C2=O)cc1OC
 : 12, -14, -1, 0, 5, 2, -2, 12, 3
CC(C)CCNC(=O)Cc1ccc(Nc2nc(=S)[nH]c3ccccc23)cc1
 : -37, 3, 8, 7, 9, 1, 9, -5, -2
COc1ccc(C(=O)N/N=C(\C)CC(=O)NC2CCCCC2)c(OC)c1
 : 2, -2, 8, 13, -13, 2, -2, -3, 2
CN(C)CCCNC(=O)c1cc(C(=O)c2cccc(Cl)c2Cl)c[nH]1
 : 15, -14, -7, 27, -11, 1, -5, 4, -2
Cc1cc(C)c(CN2CCN(Cc3ccc(C)o3)C(CCO)C2)c(-n2cccn2)c1 (stereo not given)
 : 19, 10, 2, 8, 1, 0, -8, 4, -1

New compounds follow:
The line under a structure holds: SENP8 block-1, SENP6 block, SENP8 block-2, NALP3 yeast inh, PfG6PD inh, SENP1 FRET inh, SENP7 block, Apaf1 inhib, HKDC1 inh
CCC(=O)Nc1cc(SCCO)cc([N+](=O)[O-])c1
 : 8, 6, -7, 32, -8, 1, -9, -8, -1
Cc1c(Cl)cccc1Nc1nc(NCCO)c2ccccc2n1
 : -488, -45, -20, 24, 25, 2, -5, 5, 6
CC(CN1CCOCC1)OC(=O)c1cccs1 (stereo not given)
 : 30, 6, -1, 2, -20, 4, 13, 5, -6
O=C(O)c1cccc(N=NN2CCCCCC2)c1
 : 8, 90*, 89*, 15, -29, 2, 78*, -3, -8
O=C(CCc1ccccc1)NCCSCc1c(F)cccc1Cl
 : 1, 5, -2, 26, -9, -1, -1, 2, -4
COc1ccccc1CCNS(=O)(=O)CCNC(=O)c1ccccc1
 : 9, 4, -3, 21, -8, -6, 5, 9, -4
Cc1ccc(N(C)S(=O)(=O)c2cc3c(cc2C)NC(=O)CO3)cc1
 : 24, 0, 2, 8, 7, 1, -9, 12, -1
O=S(=O)(Nc1cc(Cl)cc(Cl)c1)N1CCOCC1
 : 2, -4, 0, 7, -13, -1, 4, 4, 2
CC(C)CCNC(=O)c1cc2c(=O)[nH]c3ccccc3c2s1
 : -280, 16, 1, 14, 2, -1, 1, 10, 1

Reprinted from the results shown (12 entries):
The line under a structure holds: SENP8 block-1, SENP6 block, SENP8 block-2, NALP3 yeast inh, PfG6PD inh, SENP1 FRET inh, SENP7 block, Apaf1 inhib, HKDC1 inh
COc1ccc(C(=O)N/N=C(\C)CC(=O)NC2CCCCC2)c(OC)c1
 : 2, -2, 8, 13, -13, 2, -2, -3, 2
CN(C)CCCNC(=O)c1cc(C(=O)c2cccc(Cl)c2Cl)c[nH]1
 : 15, -14, -7, 27, -11, 1, -5, 4, -2
Cc1cc(C)c(CN2CCN(Cc3ccc(C)o3)C(CCO)C2)c(-n2cccn2)c1 (stereo not given)
 : 19, 10, 2, 8, 1, 0, -8, 4, -1
CCC(=O)Nc1cc(SCCO)cc([N+](=O)[O-])c1
 : 8, 6, -7, 32, -8, 1, -9, -8, -1
Cc1c(Cl)cccc1Nc1nc(NCCO)c2ccccc2n1
 : -488, -45, -20, 24, 25, 2, -5, 5, 6
CC(CN1CCOCC1)OC(=O)c1cccs1 (stereo not given)
 : 30, 6, -1, 2, -20, 4, 13, 5, -6
O=C(O)c1cccc(N=NN2CCCCCC2)c1
 : 8, 90*, 89*, 15, -29, 2, 78*, -3, -8
O=C(CCc1ccccc1)NCCSCc1c(F)cccc1Cl
 : 1, 5, -2, 26, -9, -1, -1, 2, -4
COc1ccccc1CCNS(=O)(=O)CCNC(=O)c1ccccc1
 : 9, 4, -3, 21, -8, -6, 5, 9, -4
Cc1ccc(N(C)S(=O)(=O)c2cc3c(cc2C)NC(=O)CO3)cc1
 : 24, 0, 2, 8, 7, 1, -9, 12, -1
O=S(=O)(Nc1cc(Cl)cc(Cl)c1)N1CCOCC1
 : 2, -4, 0, 7, -13, -1, 4, 4, 2
CC(C)CCNC(=O)c1cc2c(=O)[nH]c3ccccc3c2s1
 : -280, 16, 1, 14, 2, -1, 1, 10, 1
